# Screens as filed in PubChem BioAssay.
# ABHD5-PLIN5 inh – ABHD5-PLIN5 interaction inhibitors, primary screen, cell lysate, split luciferase complementation, luminescence. Perilipin-5 (Homo sapiens) + 1-acylglycerol-3-phosphate O-acyltransferase ABHD5 (Homo …. Split G. princeps luciferase complementation, 4 h. inhibition, % at 4 µM. 360,000 compounds, 0.78% hits;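 active means inhibition above the mean inhibition across every tested compound plus 3 SD, cut at about 22% in these data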;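 further: 0% = DMSO only wells and the 100% control is not disclosed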
# CaV13 FRET inh – Disruptors of the CACNA1D IQ motif to Ca2+-dependent inactivation inhibitor domain association, primary screening, Förster resonance energy transfer in intact living … | inhibition, % at 12.3 µM | AID 743397 | 340,000 compounds, 0.098% hits | HEK cells, CFP/YFP FRET ICDI-IQ, plate reader, 10 min; percent FRET-ratio fall versus neutral wells;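 active means mean replicate inhibition of at least 30% and at least 1% of replicates passing that level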;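 further: 0% = median of the neutral control wells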
# Glyco luc inh – increase of ERlucT glycosylation luciferase signal, primary screen, N-linked glycosylation inhibitor project, D54 ERlucT cells, luminescence, set 2; D54 ERlucT glycosylation luciferase reporter, 24 h; percent of 100 nM tunicamycin response; reporter increase, % at 12.5 µM; 360,000 compounds, 0.23% hits;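 active means mean luciferase reporter signal, scaled so untreated is 0 and the glycosylation-blocking control 100, at or above a set limit in every replicate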;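 further: luciferase carries N-glycosylation sites so blocking glycosylation raises the light; 0% = median of neutral control wells and 100% = median of 100 nM tunicamycin wells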
# MC4R antag cAMP – MC4R antagonists of cAMP signaling, primary screen, cell-based, TR-FRET, antagonist arm of biased-ligand search; AID 540295, 2011; Melanocortin receptor 4 (Homo sapiens), P32245; MC4R-expressing cells, MTII-stimulated cAMP, LANCE TR-FRET; 360,000 compounds, 0.48% hits; inhibition, % at 6.5 µM;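 active means inhibition above its plate's cutoff, the mean of tested wells on that plate plus 3 SD, cut at about 29% in these data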;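 further: 0% = Melanotan II alone and 100% = Melanotan II plus saturating MCL0020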
#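 Assay system: U2OS-MC4R stable cell line; Also added: Melanotan II; Technique: Eu-cAMP/anti-cAMP TR-FRET, emission 671 nm; Times: 30-min compound, 1-h challenge, 1-h detection, room temperature.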
# H9c2 protect – cardioprotection against H2O2-induced cell death, primary screen, uHTS, H9c2 cells, ATPLite luminescence; H9c2 cardiomyocytes, H2O2 injury protection, 2 h; protection from H2O2 cell death, % at 20 µM; 360,000 compounds, 0.63% hits; AID 588492, 2011;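 active means compounds giving at least 50% protection of heart cells from peroxide-induced death in the single-dose screen, raw or plate-pattern-corrected value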;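 further: 0% = DMSO wells with peroxide and 100% = DMSO wells without peroxide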
# Granule exo inh – LAMP-1 surface exposure blockers, TALL-104 cells – cell-based, flow cytometry, MLPCN library, primary screen | 360,000 compounds, 0.66% hits | TALL-104 LAMP-1 surface exposure; cells stimulated with thapsigargin and PMA | inhibition, % at 10 µM;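 active means inhibition above about 55%, limit read from the data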
# PDI inh – inhibitors of human PDI, primary screen, biochemical, turbidity, single point, plate reader; PDI insulin aggregation turbidity, A650, 90 min; AID 588391, 2011; inhibition, % at 10 µM; 350,000 compounds, 0.052% hits;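 active means mean inhibition across replicates of 30% or more, whatever share of single replicates reach that level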;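 further: absorbance from insulin aggregation driven by PDI reduction with DTT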
# Target sequence (P07237 whole entry, looked up): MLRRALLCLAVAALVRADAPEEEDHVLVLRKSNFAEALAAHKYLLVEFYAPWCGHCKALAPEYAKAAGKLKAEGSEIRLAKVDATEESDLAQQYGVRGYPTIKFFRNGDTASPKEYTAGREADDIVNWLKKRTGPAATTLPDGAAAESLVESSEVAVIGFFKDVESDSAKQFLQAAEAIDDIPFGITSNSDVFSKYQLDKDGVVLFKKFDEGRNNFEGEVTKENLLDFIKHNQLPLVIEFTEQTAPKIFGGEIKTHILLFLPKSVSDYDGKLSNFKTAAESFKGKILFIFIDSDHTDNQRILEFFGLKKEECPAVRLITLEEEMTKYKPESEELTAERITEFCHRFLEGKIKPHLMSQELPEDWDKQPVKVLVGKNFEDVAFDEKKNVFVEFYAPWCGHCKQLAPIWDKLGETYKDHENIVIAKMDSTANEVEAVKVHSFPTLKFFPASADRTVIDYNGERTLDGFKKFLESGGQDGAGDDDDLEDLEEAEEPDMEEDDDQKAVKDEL
# ABCB6 inh 2 – ABCB6 transporter inhibitors, primary screen, K562-ABCB6 cells, flow cytometry, MLPCN library; ATP-binding cassette sub-family B member 6 (Homo sapiens), Q9NP58; K562-ABCB6 porphyrin accumulation, 1 h; hits give low values; fluorescence ratio to DMSO, % at 10 µM; 360,000 compounds, 0.19% hits;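 active means fluorescence ratio to DMSO below 75%, the collection mean minus 3 SD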;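 further: signal is porphyrin accumulated inside mitochondria; 100% equals median channel fluorescence of DMSO control wells; lower ratio means ABCB6 inhibition with less porphyrin fluorescence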
# m5-HT2A agonist – mouse Htr2a agonists via beta-arrestin recruitment, primary screen, cell-based, luminescence; CHO-K1 mHTR2A beta-arrestin complementation; percent of 30 µM serotonin response; AID 624169, 2012; 360,000 compounds, 0.66% hits; activation, % at 7.6 µM;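 active means activation above a run cutoff, the mean activation of all tested compounds plus 3 SD, cut at about 14% in these data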;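 further: 0% = plate median of compound wells and 100% = 30 µM serotonin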
# Target sequence (P35363 whole entry, looked up): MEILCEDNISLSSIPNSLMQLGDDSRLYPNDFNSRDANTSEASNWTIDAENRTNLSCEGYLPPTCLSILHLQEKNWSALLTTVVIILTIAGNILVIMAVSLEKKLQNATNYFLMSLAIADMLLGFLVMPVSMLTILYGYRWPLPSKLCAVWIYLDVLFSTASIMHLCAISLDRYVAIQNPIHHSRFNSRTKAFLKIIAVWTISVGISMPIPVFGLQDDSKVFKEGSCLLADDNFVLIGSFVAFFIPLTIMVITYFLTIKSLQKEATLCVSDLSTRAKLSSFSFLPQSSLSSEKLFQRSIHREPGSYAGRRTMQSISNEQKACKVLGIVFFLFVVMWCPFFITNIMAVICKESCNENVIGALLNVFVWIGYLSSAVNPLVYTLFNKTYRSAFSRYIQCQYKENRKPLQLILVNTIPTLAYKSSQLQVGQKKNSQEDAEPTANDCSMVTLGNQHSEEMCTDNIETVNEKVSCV
# MC4R barr agon – MC4R agonists recruiting beta-arrestin, primary screen, cell-based, luminescence, agonist arm of biased-ligand search; Melanocortin receptor 4 (Homo sapiens), P32245; U2OS MC4R beta-arrestin complementation; percent of melanotan II response, DMSO zero; activation, % at 8.9 µM; 360,000 compounds, 0.98% hits; AID 540308, 2011;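 active means activation above a per-plate cutoff, the mean activation of sample wells on that plate plus 3 SD, cut at about 8% in these data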
# * = called active by the depositor; · = not tested or not shown. Rows are unselected; about 4.2% have a hit in one of these screens.
structure,CaV13 FRET inh,PDI inh,H9c2 protect,ABCB6 inh 2,Granule exo inh,MC4R antag cAMP,ABHD5-PLIN5 inh,MC4R barr agon,m5-HT2A agonist,Glyco luc inh
CCCn1c(=O)c2ccccc2n2c(SCC(=O)c3ccccc3)nnc12,-7,6,33,99,0,4,-1,0.1,2,0
CCCCn1c(N)c(N(CCOC)C(=O)c2cc(-c3ccc(C)cc3)nc3ccccc23)c(=O)[nH]c1=O,-15,-6,-2,101,-3,14,7,-1.6,-7,5
O=C1NC(=Nc2ccc(Cl)cc2)SC1Cc1cc(Cl)ccc1Cl (stereo unspecified),-4,-5,-11,98,2,1,-3,-1.0,1,1
Cc1ccnc(SCc2cc(=O)c(OC(=O)c3ccc(S(=O)(=O)N(C)C)cc3)co2)n1,-16,-5,-7,101,-4,20,4,-2.7,-1,0
O=S(=O)(c1ccc(Cl)cc1)N1CCN(C(=S)NCC2CCCO2)CC1 (stereo unspecified),·,0,-6,94,-1,4,6,-2.2,8,0
O=C(c1cc(Br)c(Br)s1)N1CCN(c2ccccn2)CC1,-7,-5,-4,96,-5,17,-7,0.0,-6,4
Cc1ccc(NC(=O)N2CCC(C(N)=O)CC2)cc1,-9,2,9,101,3,9,2,-1.6,0,4
CCN1C(=O)c2ccccc2S(=O)c2ccc(C(=O)N3CCOCC3)cc21 (stereo unspecified),-3,11,-6,98,-1,1,-4,0.0,1,-1
COC(=O)CN1C(=S)N(c2ccc(Cl)cc2)C(=O)C1CC(=O)Nc1ccc(Cl)cc1 (stereo unspecified),·,-8,-8,99,1,10,15,-2.1,-4,2
CC1(C)CC(C(=O)Nc2nccs2)CCO1 (stereo unspecified),-6,21,4,112,0,14,1,1.3,3,0
C#CCN(C[C@@H]1[C@@H](OC(=O)NCC2CCCCC2)[C@@H](OC(=O)NCC2CCCCC2)Cn2c(=O)ccc(=O)n21)S(=O)(=O)c1ccc(C)cc1,-3,-5,-25,103,-4,15,42*,-0.7,27*,-20
O=C(CCc1nnc2ccc(N3CCC4(CC3)OCCO4)nn12)Nc1cc(F)ccc1F,-4,4,2,101,2,-4,0,-2.7,3,3
CN(C)CCN(Cc1ccccc1)C(c1cc2ccccc2o1)c1nnnn1C(C)(C)C (stereo unspecified),-5,·,·,95,0,·,2,·,-9,·
O=C1c2ccccc2CC1(Cc1ccccc1)Cc1ccccc1,-5,-9,-27,91,54,15,4,0.5,-1,-4
O=c1n(Cc2ccccc2)c(O)c2n1Cc1ccccc1N=C2c1ccc(C(F)(F)F)cc1,-3,·,-1,98,-2,·,-4,·,-5,-1
COCCOC(=O)/C(C#N)=C/c1cn(Cc2ccccc2)nc1-c1cccnc1,1,0,-4,93,-1,15,0,-1.6,-1,2
Cc1nn(CC(=O)O)c(C)c1Cl,·,-4,1,93,0,8,3,2.2,9,5
COc1ccc(NC(=O)CN(C)C(=O)c2ccc(=O)[nH]c2)cc1,-3,-8,4,101,-9,5,4,-1.8,13,3
CCOC(=O)c1cccc(Nc2ncnc3ccccc23)c1,-5,6,-20,98,-9,16,-4,1.4,2,-1
COc1ccc(C(=O)n2nc(C)cc2C)cc1Br,-6,-12,5,97,2,0,4,-0.7,-6,1
CCC(C(=O)NC1CCCCC1)n1c2ccccc2c2nc(=O)cc(C)n21 (stereo unspecified),-6,13,-2,101,-6,-12,-2,-3.6,10,1
CC(C)c1ccc(C(=O)N2CCCCC2c2cc(C(=O)NCc3cccnc3)no2)cc1 (stereo unspecified),-7,18,2,97,-1,9,6,-0.5,-5,1
COc1ccc(-c2cn3cc(Cl)ccc3n2)cc1OC,-9,7,3,95,-2,-4,-3,-0.3,1,-1
O=C(CCCC(=O)c1ccccc1)Nc1ccc(F)cc1,-19,-7,1,104,1,11,4,0.0,5,-1
Cc1ccc2[nH]c(C(=O)N3CCN(c4cccc(Cl)c4)CC3)cc2c1,-20,9,2,107,5,14,0,1.1,0,2
Cc1ccc(N=c2oc3cc(O)ccc3cc2C(N)=O)cc1,8,-5,-36,100,0,4,0,-0.1,-1,-12
CCOC(=O)N1CCN(CC(O)COc2ccccc2[N+](=O)[O-])CC1 (stereo unspecified),-4,1,-5,96,9,3,5,0.3,-4,1
COc1ccc2[nH]c3c(c2c1)CCN1C(=O)C(CC(=O)NCCN2CCOCC2)C[C@H](C(=O)N2CCCCC2)[C@@]31CCc1ccccc1 (stereo partly specified),-6,-8,-3,105,-11,6,13,-2.0,-1,2
N#CC1=C(N)N=C(SCc2ccccc2)C(C(N)=O)C12CCCCC2 (stereo unspecified),-5,-1,-4,105,3,5,-4,-0.7,3,-2
CCn1nnc(NC(=O)COc2cc(C)ccc2C(C)C)n1,-7,1,-1,93,2,1,0,-1.9,-5,1

# Carrying on.
structure,CaV13 FRET inh,PDI inh,H9c2 protect,ABCB6 inh 2,Granule exo inh,MC4R antag cAMP,ABHD5-PLIN5 inh,MC4R barr agon,m5-HT2A agonist,Glyco luc inh
COc1ccc(S[C@@H](CCN2CC[C@H](O)CCC2=O)c2ccccc2)cc1,-10,-5,5,98,-9,4,-2,0.2,-2,2
CCc1nc(CN(C)C(=O)C2CCC(=O)N(CCc3cccc(F)c3)C2)no1 (stereo unspecified),-3,-34,-3,95,-8,3,0,-1.3,1,0
O=C(Cc1coc2cc(O)ccc12)NNC(=O)c1cccs1,-11,1,3,89,-3,11,-10,-0.6,1,-2
COc1ccc(OC)c(NC(=O)CCCN2C(=S)NC(C)(C)CC2C)c1 (stereo unspecified),-5,1,-7,89,1,0,-3,-1.2,-3,2
COc1cc2c(cc1OC)CN(C(=O)CN1C(=O)NC3(CCCCC3C)C1=O)CC2 (stereo unspecified),-5,-2,-6,98,-10,17,-6,-3.2,7,0
CCCCSc1nnc(CSc2ncccn2)n1C,-8,-2,1,91,-1,10,-3,-1.7,3,0
COc1cccc(C2/C(=C(\O)c3ccc4c(c3)OCCO4)C(=O)C(=O)N2c2nnc(C)s2)c1 (stereo unspecified),-3,6,-2,99,0,10,1,-2.7,4,-1
COc1ccc(NC(=O)CN2CCCC(C)C2)c([N+](=O)[O-])c1 (stereo unspecified),-4,-8,-2,95,6,6,1,3.7,0,-3
C/C(=N\NC(=S)Nc1c(C)cccc1C)c1ccc(O)cc1,0,0,0,105,5,10,2,-0.9,-1,1
COc1ccc(NC(=O)N2CCC(C(=O)c3ccc(F)cc3)CC2)cc1,-6,5,-17,90,-1,-2,1,-0.6,-3,·
CN(c1ccccc1)S(=O)(=O)c1ccc(C(=O)N2CCCC2)cc1,-2,3,4,97,-1,-3,0,-3.0,-5,-1
O=C(CSc1n[nH]c(=O)[nH]c1=O)Nc1cccc(S(=O)(=O)N2CCOCC2)c1,-3,-1,-2,95,-2,2,4,-3.2,3,2
O=C(CNS(=O)(=O)c1ccc(Br)cc1)NCc1cccnc1,-6,0,5,96,-4,-2,-5,-2.7,-6,2
COc1cccc(C(=O)NCC(=O)N/N=C(\C)Cc2ccccc2)c1,-4,4,0,92,-1,6,11,-1.8,2,3
CCOC(=O)c1cnn(-c2ccccc2)c1-n1cccc1C(=O)C(=O)Nc1ccccc1C(F)(F)F,-2,24,-10,100,37,3,-8,0.4,-3,-1
COC(=O)c1ccc(Nc2cc(C)nc(-c3ccccc3O)n2)cc1,-5,7,-1,102,4,-4,-8,7.2,-4,-3
O=C(c1ccc(Cl)cc1)[C@@H]1[C@@H]2C(=O)N(c3cccc4ccccc34)C(=O)[C@@H]2C2c3ccccc3C=NN21 (stereo partly specified),-20,0,-7,101,-5,-7,10,2.7,1,-3
CC1(C(=O)Nc2cccc(Oc3ccccc3)c2)CCN1Cc1ccccc1Cl (stereo unspecified),-7,8,-13,91,-1,10,-9,-1.5,-7,-7
CC(=O)Nc1ccc(CNc2nc(NC(C)C)nc3ccsc23)cc1,-5,9,10,97,8,11,1,-0.4,-10,3
O=C(COC(=O)c1cn(-c2ccccc2)nc1-c1cccs1)NC1CC1,-5,0,30,101,-2,12,-1,-2.1,0,-2
COc1ccc(-n2ccnc(SCC(=O)NC3CCCC3)c2=O)cc1OC,-4,-8,-1,97,0,0,-3,-3.1,3,0
CCC(=O)Nc1cc2c(C)cc(=O)oc2cc1C,-4,-1,1,93,-2,7,-4,-0.1,-1,1
O=C(Cn1nc(C(F)(F)F)c2c1CCCC2)N1CCOCC1,-2,1,4,97,-2,-7,3,-2.4,0,3
O=C(NCc1cccnc1)c1cccc(C(F)(F)F)c1,-4,-5,1,96,-2,5,2,-0.1,9,2
Cn1cc(CN2CCCC(CO)(Cc3cccc(Cl)c3)C2)cn1 (stereo unspecified),-2,-2,-6,100,2,0,-4,0.9,-7,0
CN(C)c1ccc(NC(=O)CSc2nnc(C3CCCCC3)n2N)cc1,-16,-1,0,12*,13,5,-5,-2.0,-1,2
CC1CCCN(c2ccc(C(=O)NCC3CCCO3)cn2)C1 (stereo unspecified),-8,0,2,90,7,6,2,-0.9,1,-1
CC(NC(=O)COC(=O)c1c[nH]c2ccccc12)c1ccccc1 (stereo unspecified),-6,3,-1,98,-6,7,16,0.0,1,1
CC(C)(C)NC(=O)COC(=O)c1ccc(O)cc1,-5,5,0,119,6,4,-2,-0.7,3,-1
COC(=O)C1C(=O)NC(SC)=C(C#N)C1c1ccccc1 (stereo unspecified),-5,0,14,102,2,-1,1,-0.1,2,2
COc1cc(Cl)c(C)cc1NC(=O)COc1ccc(C)nc1[N+](=O)[O-],-16,-3,-3,99,-4,3,1,-0.4,-3,0
CCCNC(=O)CCc1c(C)nc2c(c(C)nn2-c2ccccc2)c1C,-3,0,-2,102,-4,16,1,1.0,-5,-3
Cc1cc(C)cc(NC(=O)[C@H](Cc2c[nH]c3ccccc23)NC(=O)[C@@H]2Cc3ccccc3CN2)c1,·,·,-4,104,-4,10,-9,0.1,-4,-6
